Source: PubChem BioAssay (The Scripps Research Institute Molecular Screening Center)
GSTO1 inh – inhibitors of recombinant GSTO1, primary screen, counter-screen for RBBP9 inhibitor project, biochemical, fluorescence polarization | inhibition, % at 5.96 µM | Glutathione S-transferase omega-1 (Homo sapiens), P78417 | 1.1% of 300,000 active | activity-based probe fluorescence polarization;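 active means inhibition above the campaign mean inhibition plus 3 SD, cut at about 35% in these data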;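 further: 0% = GSTO1-1 with DMSO and 100% = wells lacking GSTO1-1 enzyme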
LYPLA1 inh – LYPLA1 inhibitors, primary screen, counter-screen for PME1 inhibitor project, biochemical, fluorescence polarization, FP-Rh probe ABPP. Acyl-protein thioesterase 1 (Homo sapiens), O75608. 0.16% of 320,000 active. AID 2174, 2009. inhibition, % at 5.9 µM. recombinant LYPLA1;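 active means inhibition above the mean of all tested compounds plus 3 SD, set per campaign, cut at about 14% in these data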;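 further: inhibitors block serine hydrolase probe labeling of LYPLA1 so polarization falls; 0% = enzyme with DMSO and 100% = wells lacking LYPLA1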
pPAFAH FP inh – pPAFAH enzyme inhibitors, primary screen, biochemical, fluorescence polarization, human; inhibition, % at 3.39 µM; recombinant pPAFAH, FP-rhodamine probe fluorescence polarization; 1.5% of 330,000 active; Platelet-activating factor acetylhydrolase (Homo sapiens), Q13093;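 active means inhibition above the mean inhibition across the screen plus 3 SD, cut at about 25% in these data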;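 further: inhibitors block binding of the rhodamine activity-based probe so polarization drops; 0% = enzyme with DMSO and 100% = wells lacking pPAFAH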
PAFAH1B2 inh – PAFAH1B2 enzyme inhibitors, primary screen, biochemical, fluorescence polarization, human | Platelet-activating factor acetylhydrolase IB subunit alpha2 (Homo sapiens), P68402 | recombinant PAFAH1B2, FP-rhodamine activity probe | inhibition, % at 3.39 µM | 1.2% of 340,000 active | AID 492953, 2010;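 active means inhibition above the mean of all tested compounds plus 3 SD, cut at about 24% in these data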;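 further: 0% = enzyme with DMSO and 100% = wells lacking PAFAH1B2; many of its hits are not listed in these tables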
Target sequence (P68402 whole entry, looked up): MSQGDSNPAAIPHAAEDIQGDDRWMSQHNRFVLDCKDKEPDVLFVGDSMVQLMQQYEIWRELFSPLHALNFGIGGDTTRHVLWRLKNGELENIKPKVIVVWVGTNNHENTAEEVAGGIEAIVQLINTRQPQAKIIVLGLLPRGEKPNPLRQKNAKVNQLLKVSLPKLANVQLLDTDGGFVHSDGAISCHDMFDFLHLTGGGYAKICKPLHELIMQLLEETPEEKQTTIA
PAFAH1B3 inh – PAFAH1B3 enzyme inhibitors, primary screen, biochemical, fluorescence polarization, human | Platelet-activating factor acetylhydrolase IB subunit alpha1 (Homo sapiens), Q15102 | recombinant PAFAH1B3, FP-rhodamine probe | inhibition, % at 3.39 µM | 0.28% of 340,000 active | AID 492972, 2010;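 active means inhibition above the screen-wide average of all tested compounds plus 3 SD, cut at about 25% in these data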;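 further: 0% = enzyme with DMSO only and 100% = wells lacking PAFAH1B3 protein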
PREPL inh – PREPL enzyme inhibitors, primary screen, biochemical, fluorescence polarization. recombinant PREPL, fluorescence polarization activity-based probe. inhibition, % at 5.96 µM. 0.68% of 320,000 active. AID 2751, 2010; in the data active means inhibition above about 43%;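 further: 0% = enzyme with DMSO and 100% = wells lacking enzyme; many of its hits are not listed in these tables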
Target sequence (Q4J6C6 whole entry, looked up): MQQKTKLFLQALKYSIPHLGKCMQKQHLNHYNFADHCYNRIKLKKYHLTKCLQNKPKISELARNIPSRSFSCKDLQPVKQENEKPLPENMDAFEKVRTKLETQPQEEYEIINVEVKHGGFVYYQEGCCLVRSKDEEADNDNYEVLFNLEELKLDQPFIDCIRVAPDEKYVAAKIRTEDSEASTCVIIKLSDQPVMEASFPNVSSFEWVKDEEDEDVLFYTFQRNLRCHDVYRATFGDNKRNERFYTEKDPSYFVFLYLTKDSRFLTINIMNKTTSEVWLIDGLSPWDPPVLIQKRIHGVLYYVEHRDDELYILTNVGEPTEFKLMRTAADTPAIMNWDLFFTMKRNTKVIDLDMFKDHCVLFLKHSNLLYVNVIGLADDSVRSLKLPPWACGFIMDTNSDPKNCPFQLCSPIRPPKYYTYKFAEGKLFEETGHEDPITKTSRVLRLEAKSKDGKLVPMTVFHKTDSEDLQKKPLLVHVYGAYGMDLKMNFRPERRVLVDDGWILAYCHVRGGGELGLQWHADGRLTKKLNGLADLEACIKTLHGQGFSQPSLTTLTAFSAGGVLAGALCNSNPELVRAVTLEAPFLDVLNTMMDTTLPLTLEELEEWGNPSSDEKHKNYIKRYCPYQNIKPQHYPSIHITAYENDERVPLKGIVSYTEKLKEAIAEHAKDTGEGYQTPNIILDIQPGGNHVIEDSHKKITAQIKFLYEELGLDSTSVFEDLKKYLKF
PAFAH2 FP inh – PAFAH2 enzyme inhibitors, primary screen, biochemical, fluorescence polarization, human | Platelet-activating factor acetylhydrolase 2, cytoplasmic (Homo sapiens), Q99487 | recombinant PAFAH2, FP-rhodamine activity probe | inhibition, % at 3.39 µM | 0.99% of 340,000 active;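 active means inhibition above the mean over all tested compounds plus 3 SD, cut at about 30% in these data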;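 further: inhibitors block probe labeling of enzyme so polarization drops; 0% = enzyme with DMSO and 100% = wells lacking PAFAH2 protein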
PAD4 FP inh – human PAD4 inhibitors, primary screen, biochemical, fluorescence polarization, 1536-well format; recombinant PAD4, RCA probe fluorescence polarization; inhibition, % at 6.36 µM; 0.41% of 330,000 active;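 active means percent inhibition above a cutoff equal to the mean of all tested compounds plus 3 SD, cut at about 15% in these data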;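 further: 0% = PAD4 with RCA probe and DMSO and 100% = probe without PAD4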
LYPLA2 inh – LYPLA2 inhibitors, primary screen, counter-screen for PME1 inhibitor project, biochemical, fluorescence polarization, FP-Rh probe ABPP | Acyl-protein thioesterase 2 (Homo sapiens), O95372 | inhibition, % at 5.9 µM | recombinant LYPLA2 | 0.38% of 320,000 active;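 active means inhibition above the screen-wide mean plus 3 SD, limit set per campaign, cut at about 26% in these data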;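 further: 0% = LYPLA2 with DMSO and 100% = wells lacking LYPLA2 enzyme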
Numbers without * were called inactive; / = not tested or not shown. This is a subset; count on the stated rates, not on these rows.

SMILES | GSTO1 inh | LYPLA1 inh | pPAFAH FP inh | PAFAH1B2 inh | PAFAH1B3 inh | PREPL inh | PAFAH2 FP inh | PAD4 FP inh | LYPLA2 inh
CC1CCCCN1C(=O)CSc1nnc(-c2ccc(Cl)s2)o1 (stereo unspecified) | 6 | -4 | 1 | 1 | 2 | 1 | 6 | 0 | -5
Cc1nc2cc(C(=O)NCCN3CCOCC3)ccc2n1-c1ccc(F)cc1F | -2 | 0 | 1 | 3 | -3 | -5 | -4 | -7 | 1
CC[C@@H]1C(c2cccc(Cl)c2)=NN(c2ccc(Br)cc2)[C@H]1C(=O)N1CCOC1=O | / | / | 7 | 1 | 9 | / | -3 | 6 | /
O=C(c1ncn(Cc2ccccc2)c1C(=O)N1CCN(c2ccccc2)CC1)N1CCN(c2ccccc2)CC1 | / | / | -6 | 5 | 4 | 41 | 6 | -7 | /
Cc1csc(SCc2c(C(=O)O)oc3ccccc23)n1 | 4 | 0 | 4 | 2 | 1 | 12 | 2 | 8 | -3
CN(C)/C=C(\C#N)S(=O)(=O)c1ccccc1 | -5 | -9 | 0 | -2 | 4 | 6 | 0 | 8 | -10
CC(C)C[C@H](NC(=O)N1CCn2c1nc1ccccc12)C(=O)NC1CC1 | 1 | 2 | 2 | -3 | 10 | 7 | 0 | 3 | 5
CC(C)C[C@H](NC(=O)C1CC(=O)N(c2ccc3c(c2)OCCO3)C1)C(=O)N1CCCCC1 (stereo partly specified) | -1 | 1 | -3 | 0 | 1 | 2 | 8 | -1 | 1
c1ccc(CCn2nnnc2CN2CCN(C3CCCC3)CC2)cc1 | -1 | 0 | -10 | 2 | 8 | 4 | 0 | -7 | -8
O=C(NCCc1cccs1)C12CN(Cc3ccccc3)CC1C(c1cccc([N+](=O)[O-])c1)=NO2 (stereo unspecified) | 1 | -2 | 6 | 3 | 9 | 0 | 2 | -2 | 2
O=C1NC(=O)[C@@H]2C3c4ccccc4C=CN3[C@H](C(=O)c3cccs3)[C@H]12 (stereo partly specified) | 35* | 8 | 8 | / | / | 14 | / | 8 | 13
Cc1ccc(NC(=O)C2CC(=O)N(C(C)C)C2)cc1Cl (stereo unspecified) | -5 | 3 | -6 | 3 | -1 | 2 | -3 | 2 | -1
CCN(CC)c1ccc(NC(=O)c2ccccc2)cc1S(=O)(=O)Nc1ccccc1OC | 5 | -16 | -2 | -4 | -1 | 5 | -9 | 2 | -23
Nc1nc(NC(=O)CCCC(=O)O)nn1-c1ccccc1 | -2 | 3 | 1 | 9 | 10 | 2 | -5 | 2 | 6
COc1ccccc1-c1nc(C#N)c(N2CCC(Cc3ccccc3)CC2)o1 | -21 | 1 | 10 | -6 | 2 | 25 | -6 | -1 | 2
Cc1ccccc1OCC(=O)NNC(=O)c1cc(S(=O)(=O)N(C)C)ccc1N1CCCC1 | 6 | 3 | -1 | 1 | 6 | 0 | 11 | 3 | 0
CN(CC(=O)Nc1cccnc1Cl)S(=O)(=O)c1ccc(Cl)cc1 | -2 | -3 | 1 | 2 | -2 | -10 | 8 | 3 | 4
CCOc1ccc(NC(=O)Cn2c(=O)oc3ccccc32)cc1 | 10 | -1 | 0 | -3 | 0 | 2 | 5 | 3 | 12
COc1cc(OC)cc(/C(N)=N/O)c1 | -2 | 1 | 2 | -2 | 2 | -1 | 6 | -2 | 1
CC1CC(=O)N(CC(=O)Nc2ccc(Br)cc2)c2ccccc2S1(=O)=O (stereo unspecified) | 2 | -3 | -5 | 5 | 4 | 7 | 5 | 0 | -11
COc1cccc(C(C)NC(=O)c2ccncc2)c1 (stereo unspecified) | 0 | 1 | 5 | 1 | 5 | -8 | -2 | -6 | 4
CCOC(=O)Cc1cc(OC)c(OC)cc1Cc1cc(OC)c(OC)cc1CC(=O)OCC | -2 | 3 | -2 | 1 | 12 | 16 | -1 | -2 | 8
O=C(COc1ccc(Cl)cc1)N1CCN(c2ncccn2)CC1 | -1 | 1 | 2 | -2 | 6 | 10 | 2 | -3 | -3
CCOCCCN(C(=O)c1snc(C(N)=O)c1N)C(C(=O)NC1CCCC1)c1ccc(O)cc1 (stereo unspecified) | 5 | 1 | 6 | 4 | 2 | -5 | -3 | -3 | 5
CN(C)CCNC(=O)c1ccc2c(c1)NC(=O)c1ccccc1S2 | 5 | 2 | -4 | -6 | 1 | 4 | 4 | 6 | -2
SMILES | GSTO1 inh | LYPLA1 inh | pPAFAH FP inh | PAFAH1B2 inh | PAFAH1B3 inh | PREPL inh | PAFAH2 FP inh | PAD4 FP inh | LYPLA2 inh
CC(Sc1nncs1)C(=O)Nc1ccc2c(c1)OCCO2 (stereo unspecified) | 7 | 3 | 5 | 2 | 4 | 1 | -1 | 1 | 6
O=C1CCN(S(=O)(=O)c2ccccc2)CCN1CCOCc1ccc(F)cc1 | 7 | 1 | 19 | 2 | 12 | 9 | 3 | 1 | -5
Cc1ccc(Cn2nc(C)c(NC(=O)c3cc(-c4ccc5c(c4)OCO5)on3)c2C)cc1 | -3 | -2 | 3 | / | / | 1 | / | -4 | 10
COc1ccc(C2NCCc3sccc32)cc1 (stereo unspecified) | 4 | 1 | 2 | -1 | 14 | -28 | 9 | 3 | 0
CCOc1ccc(-c2noc(CCC(=O)NC3CCCC3)n2)cc1OC | 0 | -3 | 0 | 2 | 4 | 5 | 1 | -1 | 1
CCCCN1C(=O)C(O)=C(C(C)=O)C1c1ccccc1[N+](=O)[O-] (stereo unspecified) | 3 | -1 | 2 | 6 | 1 | 0 | -1 | 2 | -2
COc1ccccc1N1CCN(C2CCCN(C(=O)CN3CCCCC3=O)C2)CC1 (stereo unspecified) | -2 | 3 | -7 | -10 | 4 | 1 | -1 | -12 | -5
CCc1cc(C(=O)NCC(c2ccco2)N2CCCCC2)sc1C (stereo unspecified) | / | -4 | -4 | 2 | 7 | 7 | 5 | -3 | -5
COc1ccccc1N1C(=O)C2C3CC(c4ccccc4)C(C3)C2C1=O (stereo unspecified) | 0 | -3 | 1 | 3 | 7 | -1 | -3 | -2 | 2
COc1cccc(Cn2nnc(C(=O)Nc3cc(Cl)ccc3OC)c2N)c1 | -10 | -39 | -18 | 1 | 2 | -17 | -22 | 5 | -80
CC(C)c1nc(SCC(=O)N2c3ccccc3CC2C)c2ccccc2n1 (stereo unspecified) | -13 | -2 | -11 | 4 | 8 | -11 | 5 | -2 | -1
CN(C1CCCCC1)S(=O)(=O)c1ccc(S(=O)(=O)N2CCCC2)cc1 | -6 | -3 | 6 | 14 | 11 | 1 | 5 | 4 | 4
Cc1ccc(N2C(=O)CC(NNC(=O)c3cccc(S(=O)(=O)N4CCCC4)c3)C2=O)cc1 (stereo unspecified) | -3 | -4 | 8 | 4 | 1 | 0 | 9 | -5 | -2
Cc1ccc(C2C(C(=O)c3cccs3)=C(O)C(=O)N2c2ccc(S(N)(=O)=O)cc2)cc1 (stereo unspecified) | 5 | -5 | -2 | 2 | 6 | 15 | -1 | -6 | -6
O=C1N(Nc2ccccc2)C(c2ccc(Br)cc2)C12CCCC2 (stereo unspecified) | -7 | 1 | 4 | -3 | 2 | -9 | -12 | -5 | 5
Cc1ccc(NC(=O)CS(=O)CC(=O)NCC2OCCc3ccccc32)c(C)c1 (stereo unspecified) | -3 | 3 | -9 | 10 | 2 | 5 | -9 | -5 | -1
O=C(OCC(=O)N1CCN(C(=O)c2ccco2)CC1)c1ccccc1C(=O)c1ccc(Cl)cc1 | 0 | -2 | 2 | 3 | 11 | 13 | 17 | 0 | -2
COc1ccc(C2=Nn3c(nnc3-c3cccnc3)SC2)cc1OC | -2 | 2 | 4 | 2 | 3 | 6 | 6 | 22* | 2
Cc1ccc(C(=O)C(OC(=O)c2cnccn2)c2ccccc2)cc1C (stereo unspecified) | 1 | 3 | 4 | 0 | 11 | -13 | -11 | -3 | -2
Cc1ccc(C(=O)N/C(=C/c2ccc(Cl)cc2)C(=O)N2CCOCC2)cc1 | -6 | 0 | -3 | -5 | 1 | -2 | 2 | -5 | 0
Cc1ncc([N+](=O)[O-])n1CCOC(=O)c1ccccc1 | -1 | -2 | -1 | 4 | 7 | 9 | -2 | 0 | 4
Cc1cc(Cl)c2ccccc2n1 | -3 | 2 | -2 | 1 | 8 | -2 | 4 | -4 | 6
Cc1ccc(C(=O)C(C)OC(=O)c2cc(=O)[nH]c3ccccc23)cc1 (stereo unspecified) | 8 | -1 | -5 | 2 | 3 | -2 | -3 | 2 | 10
CC(C)(C)c1ccc(C(=O)N2CCC(=O)N(C(CO)Cc3ccccc3)CC2)cc1 (stereo unspecified) | 4 | -3 | 0 | 20 | 9 | 0 | 5 | 3 | 1
CN(C)c1c(F)cc(C(=O)NC(=O)NCc2cccnc2)cc1F | 6 | -4 | 1 | 8 | -3 | -6 | -4 | -3 | 3

One compound at a time (already shown). Screens in order: GSTO1 inh	LYPLA1 inh	pPAFAH FP inh	PAFAH1B2 inh	PAFAH1B3 inh	PREPL inh	PAFAH2 FP inh	PAD4 FP inh	LYPLA2 inh
Cc1ccc(Cn2nc(C)c(NC(=O)c3cc(-c4ccc5c(c4)OCO5)on3)c2C)cc1 in the list: -3	-2	3	/	/	1	/	-4	10
Cc1ccc(C(=O)C(C)OC(=O)c2cc(=O)[nH]c3ccccc23)cc1 (stereo unspecified) in the list: 8	-1	-5	2	3	-2	-3	2	10

Other entries follow:
SMILES | GSTO1 inh | LYPLA1 inh | pPAFAH FP inh | PAFAH1B2 inh | PAFAH1B3 inh | PREPL inh | PAFAH2 FP inh | PAD4 FP inh | LYPLA2 inh
Fc1ccc(-n2nnc(-c3nccs3)n2)cc1 | 6 | 2 | 4 | 1 | -4 | 0 | 1 | 4 | 6
COC(=O)c1ccc(NC(=O)C(OC)c2ccccc2)cc1 (stereo unspecified) | 2 | 2 | 3 | 2 | 9 | -10 | -9 | 0 | -8
COc1ccccc1NC(=O)CSc1nnc(C2CCCCC2)n1N | -3 | 2 | -3 | 3 | 7 | 3 | -7 | -2 | -5
Cn1c(SCC(=O)Nc2cccnc2Cl)nc2ccccc21 | / | / | -4 | 4 | -4 | 4 | -12 | -1 | /
COc1ccc(N2CC(O)=C(c3nc(C)cs3)C2=N)cc1 | -3 | 1 | 3 | 2 | 2 | -3 | 20 | -2 | 0
Cc1cc(C)nc(NC2=NCC(=O)N2c2cc(Cl)cc(Cl)c2)n1 | 4 | 2 | -4 | 0 | 8 | 7 | -6 | 0 | 5
CC(Sc1nnc(-c2ccco2)n1N)C(=O)NCC1CCCO1 (stereo unspecified) | / | 1 | 3 | -11 | 1 | 3 | -5 | 1 | 0
COc1cc(CC2COC(c3ccc(O)c(OC)c3)C2COC(C)=O)ccc1O (stereo unspecified) | 26 | -4 | 12 | 7 | 3 | -1 | 4 | 0 | 5
COc1ccc(NC(=O)/C(C#N)=C\c2cc(C)n(-c3ccc(Oc4ccc([N+](=O)[O-])cn4)cc3)c2C)cc1 | 0 | -5 | 6 | 1 | 0 | 9 | -2 | -14 | 3
CCCNCCC(c1ccco1)c1ccccc1OC (stereo unspecified) | -1 | -1 | -1 | -2 | -3 | -32 | 0 | -6 | 2
